EPAC2 agonist = agonists of human EPAC2 (RAPGEF4) | Q8WZA2 | EPAC2 activation, biochemical qHTS; response scale: 100% = 6.5 mM cAMP response | Potency, µM (highest dose often 154 µM), for the others: top-dose activation, actives largely listed as activators | 0.079% of 360,000 active; also: potency is read from the fitted curve at half-maximal effect; nearly all actives have a fitted effect of over 50% in size
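Setup: EPAC2 100 nM, labeled Rap1B complex 250 nM, free GDP 50 uM. Compound titrations pinned in, brief spin, 5 min room temperature incubation. Kinetic fluorescence read over 30 min, normalized to 6.5 mM cAMP.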
D3 antag = D3 dopamine receptor (human) antagonism | P35462 | D3R cells, DiscoveRx beta-arrestin luminescence, antagonist mode; active compounds read low | max response, negative = inhibition, % | 2.5% of 360,000 active; in the data active = max response below about -50%; inconclusive = no clear call, values can overlap the other calls; also: % is scaled to controls: 0 for no effect and ±100 for the full control effect; mostly tested at two doses, the higher about 12 µM
Target sequence (P35462 whole entry, looked up): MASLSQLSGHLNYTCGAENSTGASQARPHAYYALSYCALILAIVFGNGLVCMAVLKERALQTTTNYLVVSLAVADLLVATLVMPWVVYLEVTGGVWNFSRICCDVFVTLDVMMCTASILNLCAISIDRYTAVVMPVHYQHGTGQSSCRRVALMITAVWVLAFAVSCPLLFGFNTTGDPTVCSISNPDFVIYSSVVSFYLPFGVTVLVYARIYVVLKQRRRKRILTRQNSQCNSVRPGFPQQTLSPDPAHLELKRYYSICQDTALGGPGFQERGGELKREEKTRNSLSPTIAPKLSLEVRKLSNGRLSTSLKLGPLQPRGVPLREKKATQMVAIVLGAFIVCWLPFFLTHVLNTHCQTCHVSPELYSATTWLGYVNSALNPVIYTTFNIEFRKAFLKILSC
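Cells plated overnight at 1500 cells/well, then exposed to library compounds with dopamine controls for 90 minutes at 37 degrees C. DiscoveRx reagent added for 30–60 minutes at room temperature; luminescence read, quantitative HTS format.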
Akt phos inh = Akt phosphorylation inhibition; 0.32% of 360,000 active; AID 651550; Neuro2A IGF-stimulated pAkt S473 HTRF, 20 min; active compounds read low; activity change, % for hits at 50 µM; in the data active = activity change below about -80%; inconclusive = mostly about -51% to -80%; also: % is scaled to controls: 0 for no effect and ±100 for the full control effect
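Neuro2A cells (4,500/well, DMEM with 0.5% FBS) were treated with compound at a single 50 µM final concentration, stimulated with 6 nM IGF for 20 min at 37 °C, and lysed. Phospho-Akt Ser473 was read by HTRF as 665/615 ratio ×10^4.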
Mm-Cpn inhibitor = blocks the Methanococcus maripaludis chaperonin Mm-Cpn | purified Mm-Cpn ATPase, ADP Transcreener TR-FRET | 0.031% of 330,000 active | Potency, µM (top dose mostly 76.9 µM), for inactives: at the highest dose activity, negative = inhibition, most hits filed as inhibitors; also: potency is read from the fitted curve at half-maximal effect; % is scaled to controls: 0 for no effect and ±100 for the full control effect; nearly all actives have a fitted effect of over 80% in size
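Eu-cryptate anti-ADP/ADP-d2 competition gives a ratio inversely related to ADP. Enzyme at 25 nM was pre-exposed to compound for 10 min, then given 10 uM ATP for 30 min, 37°C throughout.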
PTHR1 agonist = PTHR1 (human) receptor agonism | Q03431 | HEK293 GP2 PTHR1 cells, GloSensor cAMP luminescence, 1 h | Potency, µM (series often up to 115 µM), without a hit: at the highest dose activation, usual class: activators | 0.075% of 410,000 active | AID 743266; also: potency is read from the fitted curve at half-maximal effect; nearly all actives have a fitted effect of over 55% in size; some results filed as inactive show a strong effect at the top dose; inactives centre near -15; many of its hits are not listed in these tables
Target sequence (Q03431 whole entry, looked up): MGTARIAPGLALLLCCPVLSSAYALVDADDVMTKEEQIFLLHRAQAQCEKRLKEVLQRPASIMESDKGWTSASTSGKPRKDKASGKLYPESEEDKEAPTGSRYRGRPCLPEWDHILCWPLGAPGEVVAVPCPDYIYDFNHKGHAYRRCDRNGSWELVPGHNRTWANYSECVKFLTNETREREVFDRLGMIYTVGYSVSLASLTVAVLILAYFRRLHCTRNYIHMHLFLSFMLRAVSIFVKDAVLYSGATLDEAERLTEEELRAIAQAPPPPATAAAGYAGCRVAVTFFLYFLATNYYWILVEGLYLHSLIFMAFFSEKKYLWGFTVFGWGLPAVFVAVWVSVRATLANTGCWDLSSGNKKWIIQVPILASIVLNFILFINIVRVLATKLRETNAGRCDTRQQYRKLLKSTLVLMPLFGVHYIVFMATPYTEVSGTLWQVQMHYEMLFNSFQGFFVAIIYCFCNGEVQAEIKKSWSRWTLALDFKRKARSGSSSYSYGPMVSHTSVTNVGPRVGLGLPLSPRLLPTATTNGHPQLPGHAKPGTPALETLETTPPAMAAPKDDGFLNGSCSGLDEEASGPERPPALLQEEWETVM
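HEK-293-derived GP2 cells expressing PTHR1 and a GloSensor cAMP reporter, 3,000/well, plated overnight, given luciferin plus IBMX (each 0.5 mM as added) for 1 h at 37 °C, then compound for 1 h at 37 °C. Luminescence was read after 15 min at room temperature.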
EPAC2 antagonist = antagonists of human EPAC2 | AID 720708 | 0.18% of 360,000 active | EPAC2 GEF exchange of Rap1B-BODIPY-GDP, fluorescence | Q8WZA2 | Potency, µM (series often up to 114 µM), for the others: at the highest dose activity, negative = inhibition, actives largely listed as inhibitors; also: potency is read from the fitted curve at half-maximal effect; % is scaled to controls: 0 for no effect and ±100 for the full control effect; nearly all actives have a fitted effect of over 45% in size; many of its hits are not listed in these tables
CCT modulator = changes cytosolic chaperonin activity | purified chaperonin ATPase assay, HTRF ADP detection, 30 min | activity change, % (concentration not given with the values), hits read low | 0.3% of 360,000 active | AID 651819; in the data active = activity change below about -30%; also: % is scaled to controls: 0 for no effect and ±100 for the full control effect
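TRiC at 40 or 20 nM final (batch-dependent) in 30 mM Tris pH 7.4, 100 mM KCl, 5 mM MgCl2, 1 mM DTT, with compound at single 76 uM and 10 uM ATP, 30 min at 37 deg C. ADP detected by HTRF Transcreener, 665/615 ratio.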
D3 ag = agonists of human D3 dopamine receptor; D3R DiscoveRx beta-arrestin cells, luminescence, 90 min; max activation, %; 0.58% of 410,000 active; AID 652048; in the data active = max activation above about 30%; also: 0% is about no effect; mostly tested at two doses, the higher about 12 µM
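Cells at 1500/well, incubated overnight, then treated with pinned compounds (dopamine as control) for 90 min at 37 degrees C. DiscoveRx reagent added for 30 - 60 minutes at room temperature; luminescence read.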
An asterisk follows results filed as active; i = inactive; u = inconclusive; x = no result given; & = joins results of further samples; [ ] = dose if it differs, or a comment. Unless noted, calls follow the shape of the dose curve; as a rule, active = well fitted curve in the direction sought with a large enough effect; inconclusive = small, poorly fitted or top-dose-only effect, or another doubt; inactive = no such curve, though single readings can be large; an effect the other way counts as inactive or inconclusive. Only part of the results is shown (hit frequency here may not be typical).

Compound | D3 antag | Akt phos inh | PTHR1 agonist | EPAC2 antagonist | D3 ag | EPAC2 agonist | Mm-Cpn inhibitor | CCT modulator
Cc1[nH]c(C)c2c(=O)n(Cc3ccc(Cl)cc3)ncc12 | 0 | i | i | u | 5 | 7% | -5% | 1.2
Cc1cc(C)cc(NC(=S)N2CCC(C(=O)c3ccc(F)cc3)CC2)c1 | 84 | i | -24% | 7% | -1 | 3% | x | -1.6
COC(=O)c1cnc2c(c(C)nn2C)c1OC | 0 | i | i | 1% | 10 | -1% | 2% | 0.9
CCCCN(CCCC)C(=O)c1nsnc1-c1ccccc1O | -8 | i | -23%[57.5 µM] | 2% | 0 | 4% | 0% | 0.1
CCCCN1CC(COCc2ccccc2)Oc2cccc(Oc3ccc(C(C)C)cc3)c2S1(=O)=O (stereo not drawn) | -3 | i | i | -21% | 3 | 15% | x | -1.3
C=CCN(CC=C)C(=O)COC(=O)c1n[nH]c2ccccc12 | 21 | i | i | 3% | 6 | 8% | 0% | 1.2
COc1cccc(-c2onc3ccc(C4(C)OCCO4)cc23)c1 | 27 | i | -21% | -14% | 32* | 8% | 0% | 2.6
Cc1ccccc1CN1CCNC(=O)C1CC(=O)O (stereo not drawn) | -19 | i | 6% | 17% | -7 | 7% | 0% | -2.2
O=C(N[C@@H](Cc1ccc(O)cc1)C(=O)O)C(c1ccccc1)c1ccccc1 | 12 | i | -49%[inhibitor] | -5% | 11 | 11% | x | -0.6
Cc1cc2oc(C(=O)N(Cc3cccs3)C3CCS(=O)(=O)C3)cc(=O)c2cc1Cl (stereo not drawn) | -10 | i | -1% | -6% | 1 | 7% | -1% | -2.0
CCOC(=O)c1sc(C)c(C(=O)NC2CCCCC2)c1N | 41 | i | -3% | 4% | 2 | 3% | -1% | 0.4
CN(c1ccccc1)S(=O)(=O)c1ccc(-c2ccccc2)cc1 | 3 | i | -13% | -14% | -5 | 2% | 1% | -2.9
Cc1ccc(OCC(=O)N/N=C2\CCOc3c(C)cccc32)cc1 | -19 | i | i | 1% | -39 | -2% | 2% | -3.5
Cc1ccc(NC(=O)C2CC(=O)N(Cc3ccccc3)C2)cc1S(=O)(=O)N1CCCCCC1 (stereo not drawn) | -6 | i | -39%[inhibitor] | -11% | 2 | 20% | -1% | -3.4
O=C(NNC(=O)c1ccc[nH]1)c1cc(Cl)cc(Cl)c1 | 0 | i | -7% | 24% | -6 | 6% | 6% | -2.0
O=C1CC(NCc2ccc3c(c2)OCO3)C(=O)N1CCc1ccccc1 (stereo not drawn) | -5 | i | -1%[57.5 µM] | -3% | -4 | 8% | 4% | -3.2
Cc1ccc2nsnc2c1S(=O)(=O)N1CCCC1C(=O)O (stereo not drawn) | -14 | i | -16% | 0% | 1 | 13% | -6% | -2.0
COc1ccc(C(=O)Nn2c(C)nc3ccccc3c2=O)cc1[N+](=O)[O-] | -4 | i | -24% | 2% | -4 | 6% | 2% | -1.7
COc1cc2oc(=O)cc(-c3cccc(-c4cccc(C)c4)c3)c2c(OC)c1OC | 32 | i | -19% | u | 7 | 12% | -5% | -1.5
COc1cccc(S(=O)(=O)N(C)C[C@H]2OCc3cnnn3CCCC(=O)N([C@@H](C)CO)C[C@@H]2C)c1 | -28 | i | -24% | 7% | -11 | 10% | x | 0.7
CC(C)C[C@H]1CNC(=O)C(=O)N1C[C@@H]1CCCN1C[C@H](Cc1ccc(O)cc1)N1C[C@H](Cc2ccccc2)N(CC2CCCCCC2)C(=O)C1=O | 4 | i | -15% | u | -8 | -5% | x | -0.6
N#Cc1c2n(c3c(=O)n(Cc4ccc(Cl)cc4)cnc13)CCCCC2 | u | i | -11% | -2% | 5 | 18% | -2% | -1.7
COC(=O)c1[nH]c2ccc(C)cc2c1NS(=O)(=O)c1ccc(F)cc1 | -13 | -119%* | i | -5% | 0 | -4% | 0% | -0.7
CCCC1=NN2C(=N)/C(=C\c3cc(C)n(-c4cccc(C)c4)c3C)C(=O)N=C2S1 | -25 | i | -11% | 5% | -10 | 12% | 2% | -1.3
CCCCN(CC)S(=O)(=O)c1ccc2c(c1)n(C)c(=O)c(=O)n2C | -7 | i | i | 0% | 4 | 8% | 0% | -0.3
Cc1cc(C(=O)N/N=C/c2ccncc2)c2ccccc2n1 | -11 | i | i | 4% | 8 | 0% | 3% | 0.7
CN1C(=O)/C(=C/c2ccc(C(F)(F)F)cc2)Sc2ccc(C(=O)N3CCN(c4ccccn4)CC3)cc21 | -23 | i | -15% | 4% | -15 | -11% | 0% | -2.3
O=c1c2ccccc2nnn1CSc1nnc(COc2ccc(Cl)cc2)n1Cc1ccco1 | -16 | i | -83%[inhibitor][57.5 µM] | -1% | -1 | 13% | -1% | -1.3
COc1cccc(OC)c1C(=O)Nc1ccc(N2CCN(C(=O)c3cccs3)CC2)cc1 | -22 | i | i | 0% | 1 | 9% | -1% | -1.0
Cc1ccccc1C(=O)Nc1ccc(C(=O)N/N=C/c2ccc(O)cc2)cc1 | 2 | i | -36%[inhibitor] | 2% | -32 | 6% | -2% | -1.8
Cc1cc(C)n2nc(C(=O)OCC(=O)c3ccc(F)cc3)nc2n1 | 7 | i | -13% | 9% | 12 | 0% | 1% | -3.4
CCC(CC)C(=O)c1c[nH]c(C(=O)OC)c1 | 4 | i | i | -6% | 0 | -1% | -4% | -1.7
Cc1cc(-c2cc(-c3ccccc3)on2)nc(NC2CCCC2)n1 | 1 | i | u | 3% | 0 | 22% | 0% | -2.5
Cc1cc(C)cc(-n2nnn(C3C/C(=N/NC(N)=S)C4OCC3O4)c2=S)c1 (stereo not drawn) | -1 | i | -9% | -8% | 7 | 7% | -1% | 1.3
O=C(ON=C1CCN(S(=O)(=O)c2ccccc2)CC1)c1ccc(F)cc1 | 9 | i | -11% | -1% | -2 | 3% | -1% | -1.9
COc1ccc(C2=C(Nc3ccc(F)cc3)c3ccccc3C2=O)cc1 | -7 | -137%* | i | -5% | -3 | -1% | 1% | 1.9
COc1ccc(C(=O)O/N=C(\N)Cc2ccc(Cl)cc2Cl)cc1OC | -15 | i | u | -1% | 36* | 7% | 2% | -0.8
CC1CCCN(C(=O)CCCC(=O)N2CCCC(C)C2)C1 (stereo not drawn) | 1 | i | i | 7% | 1 | 8% | 2% | -1.2
COc1cc(/C=N/n2c(COc3ccccc3)n[nH]c2=S)cc(Br)c1O | -9 | i | i | 3% | -16 | 13% | 2% | -6.6
Cc1ccc(-c2c(N)nc3ncccn23)cc1 | 1 | i | i | 6% | 5 | 5% | x | x
CC(C)N1CCC2(CC1)N=C(c1ccc3c(c1)OCO3)CC(c1cc(Cl)ccc1O)N2 (stereo not drawn) | 0 | i | -19% | 22% | -4 | 9% | 0% | 1.0
Cc1ccc(Cn2c(=O)oc3ccccc32)cc1 | -8 | i | -25% | -13% | -4 | 11% | u | -0.5
COc1cc2sc3ccc(-c4ccc5[nH]ccc5c4)cc3c(=O)c2cc1OC | 42 | i | -41%[inhibitor] | 11% | 13 | -5% | x | 1.4
COc1cccc(-c2cc3c(c4c2ccn4C)C2CCC3C2)c1 (stereo not drawn) | -22 | i | -64%[inhibitor] | -17% | -2 | 10% | x | 1.2
CN(Cc1ccccc1)C(=O)CN1C(=O)c2ccc([N+](=O)[O-])cc2C1=O | -17 | i | -2% | 7% | 5 | 15% | 0% | -5.3
CCOC(=O)N1CCN(S(=O)(=O)N2CCCC(C(=O)NCc3ccc(OC)cc3OC)C2)CC1 (stereo not drawn) | 14 | x | -6%&-43% | 11% | 0&15 | 6% | -1% | -0.9
COCOCCn1cc(CN2CCS(=O)(=O)N(Cc3ccc(-c4ccc(C)cc4)cc3)C(C)C2=O)nn1 (stereo not drawn) | 27 | i | i | -8% | -2 | 2% | x | -0.7
[O-]/C(=C(\C(=S)Nc1ccc(SC(F)F)cc1)[n+]1ccccc1)c1ccc(Cl)cc1Cl | -25 | i | -27% | 2% | 0 | 12% | u | -4.0
CCOC(=O)Cn1c2c(c(=N)c3ccccc31)CCC2 | -9 | x | -5%[57.5 µM] | -1% | 1 | -9%[15.6 µM] | 0% | 0.8
C=C(Br)Cn1c(CC)nc2ccccc21 | 11 | i | i | -1% | 1 | 4% | -3% | -2.3
CC(C)Cn1c(N)c(C(=O)COC(=O)c2cc(C3CC3)nc3ccccc23)c(=O)n(C)c1=O | 53 | i | -29% | 0% | 2 | 8% | 1% | 0.1
CCOC(=O)Cc1csc(NC(=O)C2CCCCC2C(=O)O)n1 (stereo not drawn) | -15 | i | i | 11% | -12 | 5% | 0% | -4.8
CN(CCOc1ccc(CC2SC(=O)NC2=O)cc1)c1ccccn1 (stereo not drawn) | -15&19 | i | -11%&-7% | 5%&-15% | 10&21&4 | 4%&3% | x | -2.2&-0.9
CC1CCCC(NC(=O)COC(=O)c2c[nH]c(=O)[nH]c2=O)C1C (stereo not drawn) | -2 | i | 29%[57.5 µM] | -6% | -9 | 1% | -1% | -1.7
COC(=O)c1c(NC(=O)CN(c2ccccc2)S(C)(=O)=O)sc2c1CCCC2 | 10 | i | -19% | -29% | 2 | 6% | 0% | -1.2
Cc1ccc(NC(=O)Cc2c(O)c3ccccc3[nH]c2=O)c(C)c1 | -2 | i | -2% | -5% | 6 | -2% | -3% | 1.3
COC(=O)CSc1nc2nc(C)c(Br)cc2[nH]1 | -18 | i | i | -4% | -3 | 8% | 1% | 1.2
Cc1c(-n2cccc2C=O)cccc1[N+](=O)[O-] | 10 | i | -3% | -12% | 1 | 5% | 1% | 1.8
COc1ccc(NC(=O)CSc2nnc(Cc3cccn3C)n2-c2ccc(F)cc2)cc1OC | 14 | i | -32%[inhibitor] | 8% | -1 | 12% | 1% | -2.0
